# Screening data: PubChem, several laboratories
# Mtb RmlCD inh: inhibitors of Mycobacterium tuberculosis RmlC and RmlD coupled enzymes; AID 1533; inhibition, % at 3.6 µM; hit rate 0.03% among 160,000; P9WH09+P9WH11; RmlC+RmlD coupled enzyme assay, percent inhibition; primary screen in compound mixtures; in the data active = inhibition mostly above about 34%, no sharp cut-off; note: some results filed as inactive read as strong as hits
# Target sequence (P9WH09 whole entry, looked up): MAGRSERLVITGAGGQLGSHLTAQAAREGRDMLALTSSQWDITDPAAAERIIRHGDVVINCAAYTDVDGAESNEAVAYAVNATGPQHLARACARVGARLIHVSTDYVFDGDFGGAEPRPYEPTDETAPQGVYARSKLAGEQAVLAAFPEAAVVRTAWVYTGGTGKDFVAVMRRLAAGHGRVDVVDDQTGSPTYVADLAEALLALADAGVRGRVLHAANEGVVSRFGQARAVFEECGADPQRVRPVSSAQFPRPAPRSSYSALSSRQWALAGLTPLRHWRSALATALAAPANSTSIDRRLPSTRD
# Target sequence (P9WH11 whole entry, looked up): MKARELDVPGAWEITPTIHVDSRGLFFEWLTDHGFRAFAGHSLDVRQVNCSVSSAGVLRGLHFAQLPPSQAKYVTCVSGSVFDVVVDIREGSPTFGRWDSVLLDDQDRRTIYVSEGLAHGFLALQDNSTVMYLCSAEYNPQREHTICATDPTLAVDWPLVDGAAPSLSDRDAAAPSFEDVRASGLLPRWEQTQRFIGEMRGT
# GlmU inhibition: inhibition of mycobacterial GlmU enzyme – biochemical, glucosamine-1-phosphate acetyltransferase (AID 1376). M. tuberculosis GlmU acetyltransferase enzyme assay; higher % means a stronger effect. one-dose inhibition, %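 (tested at 30 µM in the primary screen)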; IC50 in µM for titrated hits. hit rate 0.25% among 220,000; in the data active = inhibition above about 13%;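 note: 0% = complete reaction with vehicle and 100% = reaction without substrate; strong numbers were not always called active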
# The depositor's hits bear a star; · = not tested or not shown. This is a subset. The share of hits here may be higher or lower than overall.
smiles | Mtb RmlCD inh | GlmU inhibition
CCC1Oc2ccc(C)cc2N(CC(=O)N(Cc2ccncc2)Cc2ccco2)C1=O (centres undefined) | · | -2.8%
CCc1nc(SCC(=O)N2CCCC2)c2ccccc2n1 | -5 | 0.3%
CCNS(=O)(=O)c1ccc(NS(=O)(=O)c2cc(C)ccc2C)cc1 | · | -1.4%
CCCOc1ccccc1N/C(=N/c1nc(C)cc(C)n1)NC(=O)Nc1ccc(Cl)cc1 | -2 | -0.8%
CCOC(=O)c1snc(-c2ccc(F)cc2)c1N | 0 | 3.0%
O=S(=O)(c1cccc(-c2csc(-c3cccnc3)n2)c1)N1CCOCC1 | -5 | 7.2%
O=C1CN(C(=O)c2ccc(Cl)nc2)c2ccccc2N1 | -2 | 2.9%
CCC(O)C1CCN(Cc2cn(-c3ccc(OC)cc3)nc2-c2cccc(F)c2)CC1 (centres undefined) | -8 | -1.8%
Cc1cc2cc(C)c3nnc(SCC(=O)Nc4ccc(S(=O)(=O)N5CCCCC5C)cc4)n3c2cc1C (centres undefined) | -8 | 1.6%
CCCCn1c(-c2csc(CCC)c2)n[nH]c1=S | -6 | -4.9%
Cc1nn(C)c(-c2n[nH]c(=S)n2-c2ccccc2)c1Cl | 10 | 0.5%
CN(O)/C=N/C(=S)Nc1ccc(Cl)cc1Cl | 3 | 0.5%
COc1ccc(-c2nnc(SCc3nc4ccccc4s3)n2C(C)C)cc1 | 18 | 1.3%
CCN(CC)CCCNc1nc(C)cc(COC)c1C#N | -2 | -1.7%
N#Cc1ccccc1OCC(=O)NC(=O)NCc1ccccc1 | 0 | -2.3%
S=c1nccc(-c2ccc3c(c2)CCO3)[nH]1 | -9 | 1.3%
O=C(CCl)Nc1cc2[nH]c(=O)[nH]c2cc1Br | 4 | -3.5%
Cc1c(Br)c([N+](=O)[O-])nn1CC(=O)NCc1ccco1 | -11 | -2.9%
Cn1nc(C(=O)OCc2ccc(Br)cc2F)c2ccccc2c1=O | · | -6.4%
C/C(=N\NC(=O)CNc1cccc2ccccc12)c1ccc(Br)s1 | 19 | 0.3%
O=C(NCCCN1CCOCC1)c1ccc(CS(=O)(=O)c2c(Cl)cccc2Cl)o1 | 7 | -5.5%
Cc1ccc(OCC(=O)Nc2ccc3c4c(cccc24)CC3)c(C)c1 | 0 | -0.4%
Cc1ccccc1-n1c(/C=C/c2ccccn2)nc2ccccc2c1=O | 0 | 6.8%
CC(C)(C)OC(=O)N/N=C/c1cccc([N+](=O)[O-])c1 | -8 | -2.5%
Cc1cc(C)n(-c2nc(N(C)C)nc(N(C)C)n2)n1 | · | -1.1%
CCOC(=O)c1c(NC(=O)CSc2nnc3c(n2)[nH]c2ccc(F)cc23)sc(C(C)=O)c1C | 21 | 3.0%
Cn1c(CN2CCOCC2)nc2cc(NC(=O)COc3ccccc3)ccc21 | -3 | -1.4%
CC(=O)c1c(C)[nH]c2ccccc2c1=O | -4 | -0.4%
O=C(O)CCC(=O)Nc1ccc(F)cc1 | 1 | -3.3%
O=[N+]([O-])c1cc(Cl)c(O)c2ncccc12 | 60 | 2.3%
Cc1cc(C)nc(NS(=O)(=O)c2ccc(NC(=O)c3ccc(S(=O)(=O)N4CCOCC4)cc3)cc2)n1 | · | -2.8%
CSc1nnc(C)c(=O)n1COC(=O)c1ccc(S(=O)(=O)N(C)C)cc1 | 3 | -3.2%
COc1ccc(NS(=O)(=O)c2ccc(S(=O)(=O)N3CCCC3)cc2)cc1 | · | -0.7%
CC(=O)Nc1cc2c(cc1NC(=O)c1cnccn1)OCCO2 | 7 | -0.6%
Cc1ccc(C(O)CN2C3=NCCCN3c3ccccc32)cc1 (centres undefined) | · | 3.4%
Cc1nc(SCC(=O)Nc2nc3ccccc3s2)c(C#N)c(C)c1C | -9 | 3.9%
Cc1ccc2cc(COC(=O)c3ccncc3)c(=O)[nH]c2c1 | -9 | 2.8%
O=C(Nc1ccc(-c2ccccc2)cc1)c1ccco1 | -10 | 1.0%
COc1ccc(C(=O)N2CCC(N3CCN(c4ccccc4)CC3)CC2)cc1 | -10 | -0.1%
CCC(=O)N1CCc2cc(S(=O)(=O)NC(Cc3ccccc3)C(=O)NC3CCCCC3)ccc21 (centres undefined) | 1 | 3.6%
Cc1[nH]c(=O)[nH]c(=O)c1NS(=O)(=O)c1ccccc1 | 54 | -0.6%
O=C(NCc1cccnc1)c1ccc(-c2ccccc2[N+](=O)[O-])o1 | -6 | 7.5%
Oc1cccc(CN2CCCCC2)c1 | -8 | -0.4%
CN1CCN(c2ccccc2NC(=O)c2ccc(-c3cccc([N+](=O)[O-])c3)o2)CC1 | · | -2.7%
Cn1c(=O)c2c(O)c([N+](=O)[O-])c(=O)n(C)c2n(C)c1=O | 11 | 2.5%
O=C(NCC1CCCO1)c1cccnc1Nc1ccccc1F (centres undefined) | · | 0.4%
CC(C)NC(=O)NC(=O)COC(=O)c1ccc(F)cc1F | 9 | -6.0%
S=c1[nH]cnc2scc(-c3ccc(Br)cc3)c12 | 29 | -4.5%
O=C(c1ccco1)N1CCN(CCCCOc2cccc3ccccc23)CC1 | · | -1.0%
CCCc1nc(NC(=O)c2ccccc2)nc(NC(=O)c2ccccc2)n1 | 55 | -1.8%
COc1c(F)c(F)c(C(=O)O)c(Nc2ccc(C)cc2C)c1F | 9 | -0.7%
Cc1ccccc1OCCn1c(CCNC(=O)C(C)C)nc2ccccc21 | -10 | 1.4%
O=C(NNC(=S)Nc1ccccc1)c1cccc(Br)c1 | 9 | 3.3%
COc1cc(Cl)c(C)cc1NC(=O)c1ccc(S(C)(=O)=O)cc1 | 12 | -5.3%
O=C(Nc1ccncc1)c1sc2ccccc2c1Cl | -5 | 1.2%
COc1ccc(Nc2nc(NC(C)(C)C)nc(N3CCOCC3)n2)c(OC)c1 | 25 | 1.7%
O=C(Nc1nnc(CCS(=O)(=O)c2ccc3ccccc3c2)s1)c1cccs1 | 5 | 2.8%
Cn1c(N/N=C\c2cccc(O)c2)cc(=O)n(C)c1=O | · | 1.8%
Cc1cc(C)cc(NC(=S)NC2CC3CCC(C2)N3Cc2ccco2)c1 (centres undefined) | 19 | ·
Cc1ccc(N2CC(=O)N(NC(=O)c3sc4nc(C)cc(C)c4c3N)CC2=O)cc1 | -1 | 1.0%

# An excerpt from above in order of formula weight, low to high.
smiles | Mtb RmlCD inh | GlmU inhibition
O=C(Nc1ccncc1)c1sc2ccccc2c1Cl | -5 | 1.2%
CC(C)NC(=O)NC(=O)COC(=O)c1ccc(F)cc1F | 9 | -6.0%
O=C(NCC1CCCO1)c1cccnc1Nc1ccccc1F (centres undefined) | · | 0.4%
Cc1ccccc1OCCn1c(CCNC(=O)C(C)C)nc2ccccc21 | -10 | 1.4%
Cc1cc(C)cc(NC(=S)NC2CC3CCC(C2)N3Cc2ccco2)c1 (centres undefined) | 19 | ·

# Additional results
Structure	Mtb RmlCD inh	GlmU inhibition
CC1(C(=O)O)CCC(C(=O)N2CCOCC2)C1(C)C (centres undefined)	1	0.6%
CC(C)N1C(=O)N(c2ccccc2)C(C)(O)CC1(C)C (centres undefined)	·	-4.8%
Cc1nc(NC(=O)CSc2nnc(N)s2)c(Cl)cc1Cl	-7	-4.3%
CS(=O)(=O)N(CC(=O)Nc1ccc(F)cc1F)c1cccc([N+](=O)[O-])c1	·	15%*
O=C1C=C(N2CCCCCC2)C2(CCCCC2)O1	·	1.9%
Cc1cccc(NC(=O)c2onc3c2CCCC3)c1C	·	-0.5%
OCCN1CCN(c2nc(-c3ccccc3)c3cc(Cl)ccc3n2)CC1	-1	-6.4%
CCSc1oc(-c2ccco2)nc1S(=O)(=O)c1ccc(F)cc1	·	2.6%
CCOc1ncccc1C(=O)N1CCN(S(=O)(=O)c2ccc(Br)cc2Cl)CC1	9	-4.5%
CN(CCC#N)C(=O)COC(=O)c1ccc2c(=O)n3c(nc2c1)CCC3	8	1.9%
Cc1cc(NC(=O)c2cccc(S(=O)(=O)N3CCOCC3)c2)no1	·	6.5%
CNC(=O)CN(c1ccc(F)cc1)S(=O)(=O)c1cc(C)ccc1OC	-5	-3.4%
CCN(CC(=O)Nc1cccc(OC)c1)c1ncnc2sc(C)c(C)c12	6	-0.9%
NS(=O)(=O)c1ccc(NC(=O)COC(=O)c2cc([N+](=O)[O-])ccc2Cl)cc1	45	4.0%
COc1ccc2nc(NC(=O)CSc3nccc(C)n3)sc2c1	·	-2.1%

# One compound at a time (already shown). Order of screens: Mtb RmlCD inh | GlmU inhibition
# COc1ccc2nc(NC(=O)CSc3nccc(C)n3)sc2c1 across the screens: · | -2.1%
# CN(CCC#N)C(=O)COC(=O)c1ccc2c(=O)n3c(nc2c1)CCC3 across the screens: 8 | 1.9%
# Cc1nc(NC(=O)CSc2nnc(N)s2)c(Cl)cc1Cl across the screens: -7 | -4.3%
# CC1(C(=O)O)CCC(C(=O)N2CCOCC2)C1(C)C (centres undefined) across the screens: 1 | 0.6%

# More entries
Structure	Mtb RmlCD inh	GlmU inhibition
CCn1cc(C(=O)NC2CCc3ccccc32)c(=O)c2ccc(C)nc21 (centres undefined)	10	8.6%
O=C(Cn1nc(-c2ccccc2)c2ccccc2c1=O)NCC1CCCO1 (centres undefined)	·	2.2%
Cn1cnnc1SCC(=O)Nc1ccccc1Oc1ccccc1	-7	-1.9%
CCOC(=O)c1cnc(SCc2nc(N)nc(Nc3ccc(C)cc3)n2)nc1N	·	-1.8%
CCSCc1nc2ccccn2c1Br	-12	-3.5%
Cc1[nH]ccc(=O)c1Oc1ncc(C(F)(F)F)cc1Cl	-7	·
CCOC(=O)N1CCN(C(=O)c2ccc3nc(SCc4ccc(F)cc4)n(C)c3c2)CC1	18	·
Nc1nnc(SCc2ccc3c(c2)OCO3)s1	·	-2.1%
Cc1ccc(C)c(Cn2cnc3c(cnn3C(C)(C)C)c2=O)c1	-1	0.8%
C=CCN(C(=O)c1cccc(S(=O)(=O)N2CCN(C)CC2)c1)c1nc(-c2ccccc2)cs1	·	-8.6%
COc1cc(-c2cc(=O)c3c(O)c(OC)c(OC)c(O)c3o2)ccc1O	-10	8.9%
O=C(COC(=O)c1cccc(S(=O)(=O)N2CCCCC2)c1)NC1CCCc2ccccc21 (centres undefined)	-10	-3.5%
COc1ccc(C(CNC(=O)Cc2ccc(Cl)c(Cl)c2)N(C)C)cc1 (centres undefined)	·	-1.5%
Cc1ccc(S(=O)(=O)N(CC(=O)NCc2ccco2)C2CCCCC2)cc1	·	-2.0%
O=c1oc(-c2ccco2)nc2c1cnn2-c1ccccc1	-10	-3.1%
O=C(C[n+]1cc(-c2ccc(Cl)cc2)n2c1CCC2)N1c2ccccc2Sc2ccccc21	16	-9.1%
CC(NC(=O)COC(=O)Cc1ccsc1)c1ccccc1 (centres undefined)	-11	-1.4%
CC(C)(C)c1ccc(CN2N=Nc3ccccc3S2(=O)=O)cc1	-4	-4.9%
COc1cc(NC(=O)COc2c(C)cc(C)cc2[N+](=O)[O-])c(OC)cc1Cl	-13	5.4%
CC(O)c1nc2ccc(Cc3ccc4nc(C(C)O)[nH]c4c3)cc2[nH]1 (centres undefined)	18	-7.3%
CCOc1cc(/C=N/NC(=O)CN(CCc2ccccc2)S(=O)(=O)c2ccc(NC(C)=O)cc2)ccc1O	·	1.0%
CCOC(=O)C1CCCN(S(=O)(=O)c2ccc(F)c(C(=O)Nc3ccc(F)c(F)c3)c2)C1 (centres undefined)	-9	4.3%
Cc1cc(NC(=O)COC(=O)COc2ccc3c(c2)CCC3)no1	10	1.8%
O=C(c1cc2cc([N+](=O)[O-])ccc2oc1=O)n1cccn1	7	6.8%
O=C(COC(=O)C1CCC1)Nc1ccc(Oc2ccccc2)cc1	-2	-3.1%
COc1ccccc1OCC(O)CO (centres undefined)	6	-3.4%
CC1(C)CC(=O)C2=C(C1)Nc1cc3c(cc1C2c1ccc2c(c1)OCO2)OCO3 (centres undefined)	9	5.1%
COc1cc(OC)cc(-n2nnnc2SCC(=O)Nc2nc3c(s2)CCCC3)c1	7	-0.1%
CC1(C)CC(=O)C/C(=N\NC(=O)Cc2ccccc2)C1	-3	6.2%
CCCNC(=O)c1ccc2c(c1)ncn2-c1ccccc1OC	-5	2.9%
Cc1nnc(SCC(=O)NC2CC2)n1CCc1ccccc1	·	8.7%
Cc1ccc(NC(=O)c2ccc(-c3nn(C)c(=O)c4ccccc34)cc2)cc1	-11	10%
C/C(=N\NC(=O)CSCc1ccccc1Cl)c1cc(O)ccc1O	4	1.4%
Cc1ccccc1CNC(=O)c1ccccc1NS(C)(=O)=O	-6	-1.1%
C/C(=N\Nc1ccc([N+](=O)[O-])cc1)c1ccc(-n2nncc2C(C)(C)C)cc1	-2	-2.2%
O=C1CC(c2ccc(F)cc2)c2cc3c(cc2N1)CCC3 (centres undefined)	-1	1.4%
CC(C)c1ccccc1NC(=O)c1cccc(NC(=O)c2ccccc2)c1	·	-3.5%
COc1c(C)cc(Br)cc1C(=O)NC(=S)Nc1ccc(Cl)c(C(=O)O)c1	-14	-0.7%
Nc1nonc1C(=O)OCC(=O)c1ccc(Cl)cc1	1	-6.1%
COc1ccc(N2C(=O)/C(=C/c3cccs3)NC2=S)cc1	-6	0.4%
COc1cccc(C(=O)Nc2nc(C)cs2)c1	·	0.6%
CCOC(=O)c1c(-c2cccc(C)c2)csc1NC(=O)c1c(-c2ccccc2)noc1C	·	1.6%
O=C(Cc1ccccc1)NC1CCN(C(=O)NCc2ccccc2)CC1	-15	0.4%
O=c1[nH]c2ccc(S(=O)(=O)Nc3ccc(-c4nnc5n4CCCCC5)cc3)cc2o1	3	-1.3%
CC1=NN(Cc2ccccc2)C(=O)/C1=C/c1ccc(N(C)C)cc1	1	-7.6%
O=C(Nc1ccc(-c2cnco2)cc1)c1ccc(F)cc1F	·	-3.3%
CCOc1ccc(C(=O)OCC(=O)NCc2ccco2)cc1OCC	3	8.8%
O=C(Cn1cnc2ccc(Cl)cc2c1=O)c1cccs1	·	0.1%
